# Screening data from PubChem BioAssay.
# AT treatment: qHTS Assay for Identifying a Potential Treatment of Ataxia-Telangiectasia. AID 485349, 2010. Potency, µM (titrated, usually from 57.5 µM), for the others: at the highest dose activation, usual class: activators. […] A-T fibroblasts, KAP-1 phosphorylation AlphaLISA; neocarzinostatin DNA damage 30 min before lysis. 320,000 tested, 0.19% active; further: potency means the concentration at half of the fitted maximal effect; % of control where 0% means no effect; nearly all actives have a fitted effect of over 45% in size
#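 hTERT-immortalized A-T patient fibroblasts ([…]), 500 cells/well in OPTI-MEM, 1% FBS, got compounds for 60 min, then NCS for 30 min at 37C. Lysates were then assayed for phospho-KAP-1 by AlphaLISA (anti-pKAP1 donor, anti-KAP1 acceptor beads), 6 hr at 25C.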
# MLL CXXC-DNA inh: qHTS Fluorescence Polarization Assay for Inhibitors of MLL CXXC domain - DNA interaction | Potency, µM (top dose mostly 115 µM), without a hit: at the top dose activity change, negative = inhibition, usual class: inhibitors | Histone-lysine N-methyltransferase 2A (Homo sapiens), Q03164 | AID 2662, 2010 | 290,000 tested, 0.037% active | MLL-CXXC / FITC-HOXA9 DNA fluorescence polarization; active means well fitted inhibition curve with a large enough effect in the polarisation, with a control signal flat, not every such curve was filed as active; inconclusive means small, poorly fitted or top-dose-only effect, or effect the other way, or a change in a side signal; inactive means no such curve, though single readings can be large or run the other way; the % refers to the polarisation; further: potency means the concentration at half of the fitted maximal effect
#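 Fluorescence polarization: 7 uM MLL-CXXC (stock) preincubated 5 min with compounds, then 50 nM fluorescein-HOX-A9 DNA (stock) added; 30 min ambient. Buffer 50 mM Tris-HCl pH 7.5, 50 mM NaCl, 1 mM DTT, 0.05% BSA.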
# BRCA1 expr act: qHTS Assay to Identify Small Molecule Activators of BRCA1 Expression; MCF7-BRCA1-FFLuc reporter, luminescence, 48 h; response scale: scaled: vehicle 0%, 10 µM genistein 100%; Potency, µM (top dose mostly 46.1 µM), without a hit: top-dose activation, actives largely listed as activators; AID 624202, 2012; 380,000 tested, 1.1% active; further: potency means the concentration at half of the fitted maximal effect; nearly all actives have a fitted effect of over 80% in size; some results filed as inactive show a strong effect at the top dose
#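 First, MCF7-BRCA1-FFLuc cells (2000/well) attach for 2 h; next, compounds are pin-added and incubated 48 h at 37 °C; finally, luciferase reagent is added and luminescence read after 15 min.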
# B2AR arrestin: qHTS assay of beta-arrestin-biased ligands of beta2-adrenergic receptor. Beta-2 adrenergic receptor (Homo sapiens), P07550. beta-arrestin recruitment to beta2AR, cell-based reporter. Potency, µM (titrated, usually from 46.1 µM), for inactives: at the highest dose activation, usual class: activators. 330,000 tested, 0.02% active. AID 492947, 2010;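 further: potency means the concentration at half of the fitted maximal effect; 0% = DMSO controls and full agonism = EC100 isoproterenol or metaproterenol; nearly all actives have a fitted effect of over 65% in size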
# Target sequence (P07550 whole entry, looked up): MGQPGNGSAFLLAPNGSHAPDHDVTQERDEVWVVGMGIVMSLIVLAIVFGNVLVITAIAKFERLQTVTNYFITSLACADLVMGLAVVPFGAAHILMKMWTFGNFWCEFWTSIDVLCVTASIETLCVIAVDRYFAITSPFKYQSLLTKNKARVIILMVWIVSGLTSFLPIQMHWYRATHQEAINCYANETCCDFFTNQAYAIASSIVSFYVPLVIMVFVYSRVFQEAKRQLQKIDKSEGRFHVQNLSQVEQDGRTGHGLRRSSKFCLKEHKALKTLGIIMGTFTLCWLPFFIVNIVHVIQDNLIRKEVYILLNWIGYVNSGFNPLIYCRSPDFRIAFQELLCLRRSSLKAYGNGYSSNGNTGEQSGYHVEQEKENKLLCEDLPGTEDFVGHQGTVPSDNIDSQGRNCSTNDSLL
# TCR act: Activators of T cell receptors: qHTS campaign | primary human leukocytes, anti-CD3, IL-2 HTRF, 48 h | Potency, µM (series often up to 9.22 µM), for the others: at the top dose activation of IL-2 secretion, usual class: activators | 330,000 tested, under 10 active | AID 504894, 2011; further: % of control where 0% means no effect
#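 HTRF read-out of IL-2 secretion: europium cryptate donor excited at 320nm, d2 acceptor emission at 665nm. Cells were primary human leukocytes incubated 48 hr with compounds and a-CD3 beads, supplying TCR signal only.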
# a7 integrin act: qHTS for Activators of Integrin-Mediated Alleviation for Muscular Dystrophy; alpha7betagal myoblasts, beta-gal FDG fluorescence, 48 h; Potency, µM (highest dose often 38.3 µM), for the others: top-dose activation, most hits filed as activators; 350,000 tested, 0.064% active; AID 624291, 2012;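 further: potency means the concentration at half of the fitted maximal effect; 100% = response of the positive control SU9516; nearly all actives have a fitted effect of over 60% in size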
#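 alpha7betagal+/- myoblasts (passage 13, 250/well) treated 48 h at 37C with compounds at 1:260 dilution of DMSO stock. Lysed, then beta-galactosidase activity read as FDG fluorescence (ex 480/em 540) after 30 min, with pre-read for autofluorescence.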
# TRPV1 ag: HTS Assay for Compounds that Act as Agonists of the Vanilloid Receptor 1. Transient receptor potential cation channel subfamily V member 1 (Homo sapiens), Q8NER1. TRPV1-expressing cells, Fluo-8 calcium influx, agonist mode. activation, % at 8.33 µM. 320,000 tested, 0.19% active; in the data active means activation above about 80%; inconclusive means between about 30% and that limit; further: 0% is about no effect
#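 Fluo-8 calcium influx in TRPV1-expressing cells, kinetic read (ex 480/em 520 nm). Compound added and read 3 min for agonist activity, followed by capsaicin at EC20 final and 2 min further read for enhancement.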
# ELG1 DNA repair: qHTS screen for small molecules that inhibit ELG1-dependent DNA repair in human embryonic kidney (HEK293T) cells expressing luciferase-tagged ELG1 | HEK293T ELG1-luciferase reporter, luminescence, 16 h; DNA damage induced by 5-fluorouridine | Potency, µM (doses to about 46.1 µM), without a hit: at the highest dose activity change, negative = inhibition, most hits filed as inhibitors | 330,000 tested, 2.3% active; further: potency means the concentration at half of the fitted maximal effect; on the % scale 0 is the no-effect control and ±100 the full control effect; nearly all actives have a fitted effect of over 55% in size
#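 Overnight (16 hr) co-exposure of 2,000 cells/well to 5-fluorouridine and compound at 37 °C preceded detection. Luciferase was quantified via ONE-Glo luminescence; loss of signal denotes inhibition.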
# p53 reactivation: qHTS assay for re-activators of p53 using a Luc reporter; H1299 p53-A138V BP100-luciferase reporter, luminescence, 24 h; Potency, µM (doses to about 92.2 µM), without a hit: top-dose activity change, positive = activation, usual class: activators; 320,000 tested, 0.063% active; AID 504706, 2011; further: potency means the concentration at half of the fitted maximal effect; % of control where 0% means no effect; nearly all actives have a fitted effect of over 45% in size
#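 p53-null H1299 cells stably carrying temperature-sensitive p53-A138V and a BP100-luciferase reporter were pinned with compounds (4-point, 1:5 series) and held 24 hrs at 37 deg C. Luminescence was read 10 min after detection reagent.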
# PTAP TSG101 blk: qHTS Assay for Iinhibitors of HIV-1 Budding by Blocking the Interaction of PTAP/TSG101. Tumor susceptibility gene 101 protein (Homo sapiens), Q99816. Fluorescence polarization, FITC-PTAP peptide / Tsg101 binding. Potency, µM (doses to about 115 µM), for the others: top-dose activity change, negative = inhibition, actives largely listed as inhibitors. 340,000 tested, under 10 active; active means well fitted inhibition curve with a large enough effect in the main read-out, with a control signal flat, not every such curve was filed as active; inconclusive means small, poorly fitted or top-dose-only effect, or effect the other way, or a change in a side signal; inactive means no such curve, though single readings can be large or run the other way; further: potency means the concentration at half of the fitted maximal effect; % of control where 0% means no effect
# Target sequence (Q99816 whole entry, looked up): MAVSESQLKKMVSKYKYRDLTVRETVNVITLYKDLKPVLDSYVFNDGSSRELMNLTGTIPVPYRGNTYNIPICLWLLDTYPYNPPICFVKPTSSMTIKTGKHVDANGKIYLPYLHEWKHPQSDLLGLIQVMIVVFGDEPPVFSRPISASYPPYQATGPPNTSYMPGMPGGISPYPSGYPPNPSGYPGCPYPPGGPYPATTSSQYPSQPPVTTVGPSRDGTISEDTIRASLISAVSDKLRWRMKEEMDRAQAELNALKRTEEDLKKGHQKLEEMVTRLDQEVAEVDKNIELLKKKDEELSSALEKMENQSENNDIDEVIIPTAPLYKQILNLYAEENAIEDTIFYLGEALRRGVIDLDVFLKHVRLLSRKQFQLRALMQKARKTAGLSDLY
#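 Fluorescence anisotropy tracks displacement of a FITC-tagged PTAP peptide (50 nM) from the Tsg101 binding domain (10 uM), following a 20 min room-temperature incubation at pH 7.5.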
# * = called active by the depositor; ? = inconclusive; · = no result given; & = joins results of further samples; [ ] = another dose, or the depositor's remark. Unless noted, the call rests on the fitted dose curve; in most records, active means well fitted curve in the direction sought with a large enough effect; inconclusive means small, poorly fitted or top-dose-only effect, or another doubt; inactive means no such curve, though single readings can be large; an effect the other way counts as inactive or inconclusive.
SMILES,AT treatment,MLL CXXC-DNA inh,BRCA1 expr act,B2AR arrestin,TCR act,a7 integrin act,TRPV1 ag,ELG1 DNA repair,p53 reactivation,PTAP TSG101 blk
NS(=O)(=O)c1ccc(CCNC(=O)CSc2ccc([N+](=O)[O-])cc2)cc1,15%,5%,7%,-0.4%,-1%,1%,3,0%,5%,-3%
CC(=O)Cc1nsc(NC(=O)c2ccc(-c3ccccc3Cl)o2)n1,-11%,-8%,-18%,0.1%,-2%,21%,14,12%,14%,-5%
O=C(NCc1ccc(Cl)cc1)c1cc(=O)[nH]c2ccccc12,4%,9%,-13%,0.4%,5%,-21%,2,?,-2%,0%
CCOc1ccc(/C=N/OCC(=O)Nc2cc(C)on2)cc1,-2%,22%,14%,-1.5%,1%[46.1 µM],-6%,8,14%,-9%,-6%
COc1ccc(C2(c3ccc(OC(C)=O)cc3OC(C)=O)CC(c3ccccc3)NC(=S)N2)cc1 (centres undefined),1%,13%,-37%,-0.1%,-17%,?,1,-22%,1%,-5%
OCC1(Cc2ccccc2)CCCN(Cc2ccn[nH]2)C1 (centres undefined),4%,3%,28%,0.1%,-5%,0%,3,3%,-1%,-1%
O=[N+]([O-])c1cccc(/C=N/Nc2ncc(Br)cn2)c1,1%,48%[activator],4.5µM*,-3.2%,-3%,12%,1,?,·,5%
C1=C(CCNCC2CCCCC2)CCCC1,1%,18%,-18%,2.8%,-3%,15%,0,11%,-8%,1%
CC(C)(C)N/C=C(\C#N)S(=O)(=O)c1ccc(Br)cc1,1%,1%,-10%,-1.1%,0%,11µM*,4,9%,6%,-1%
CCNC(=S)NNC(=O)c1ccoc1C,-4%,0%,7%,-0.3%,1%,1%,-3,1%,-6%,-3%
Cc1cccc(-n2c(C)cc(/C=N/O)c2C)c1,-8%,8%,6%,4.4%,-1%[46.1 µM],9%,0,13%,7%,-2%
Clc1ccc(-c2nc3ccccn3c2CN2CCSCC2)cc1,3%,1%,5%,-0.7%,12%,37%,21,?,-3%,0%
COc1cccc(OCCOCCOc2ccc(C)cc2[N+](=O)[O-])c1,3%,7%,-6%,-1.2%,-1%[46.1 µM],-6%,10,-5%,-8%,0%
CCCCCCCC1(C)NC(=O)N(c2ccccc2)N1 (centres undefined),-3%,5%,1%,-0.9%,5%,8%,13,7%,1%,-4%
COc1ccccc1/C=C/C=N/n1c(-c2ccco2)n[nH]c1=S,-4%,-20%,-31%,-0.2%,-1%,3%,·,-3%,4%,-3%
Cc1nc2ccccn2c1C(=O)N/N=C/c1ccc(CNC(=O)C(=O)Nc2ccccc2)o1,-9%,1%,53%,-0.7%,2%[46.1 µM],25%,3,-5%,1%,-1%
O=c1[nH]c(C2CCCN(S(=O)(=O)c3ccc(F)cc3)C2)nc2c1nnn2Cc1ccc(F)cc1 (centres undefined),-1%,-7%,-16%,6.4%,-1%,15%,-2,?,?,-2%
CCCCc1ccc(NC(=S)N2CCN(c3ccccn3)CC2)cc1,5%,13%,-4%,-0.3%,-5%,5%,-4,-1%,·,-3%
CC(=O)OCC(OC(C)=O)C(OC(C)=O)C(OC(C)=O)C(=O)Nc1cccc(C)c1 (centres undefined),-11%,3%,3%,-0.6%,-2%,19%,3,-2%,-2%,0%
O=C(NC1CCCC1)C(c1ccc(F)cc1)N(C(=O)c1csnn1)C1CCCC1 (centres undefined),2%,1%,-18%,0.0%,-2%,4%,12,2%,-6%,-4%
Cc1nn(C(C)C(=O)NC2C(=O)N3C(C(=O)O)=C(CSc4nnnn4C)CSC23)cc1Cl (centres undefined),-1%,29%,-8%,-0.2%,3%,5%,-3,0%,-3%,-5%
COC(=O)c1ccc(C)c(NC(=O)CN(c2cc(OC)ccc2OC)S(C)(=O)=O)c1,-1%,2%,-43%,0.0%,4%,15%,2,0%,-21%,3%
CCCOc1ccc(S(=O)(=O)Nc2ccccn2)c2ccccc12,2%,27%,1%,-1.1%,·,-10%,4,17%,·,-7%
CC1(C)CC(=O)C(C(=S)Nc2ccc(F)cc2)=C(NCCN2CCOCC2)C1,-3%,-2%,-19%,-0.5%,-5%[46.1 µM],-22%,4,12%,-6%,-3%
COc1cccc(CNCCNC(=O)c2nonc2N)c1,-7%,6%,0%&6%,-0.7%,5%,17%,2,0%,-10%,1%

# Some of these compounds in order of molecular weight, highest first.
SMILES,AT treatment,MLL CXXC-DNA inh,BRCA1 expr act,B2AR arrestin,TCR act,a7 integrin act,TRPV1 ag,ELG1 DNA repair,p53 reactivation,PTAP TSG101 blk
COC(=O)c1ccc(C)c(NC(=O)CN(c2cc(OC)ccc2OC)S(C)(=O)=O)c1,-1%,2%,-43%,0.0%,4%,15%,2,0%,-21%,3%
CC1(C)CC(=O)C(C(=S)Nc2ccc(F)cc2)=C(NCCN2CCOCC2)C1,-3%,-2%,-19%,-0.5%,-5%[46.1 µM],-22%,4,12%,-6%,-3%
CCCCc1ccc(NC(=S)N2CCN(c3ccccn3)CC2)cc1,5%,13%,-4%,-0.3%,-5%,5%,-4,-1%,·,-3%
COc1ccccc1/C=C/C=N/n1c(-c2ccco2)n[nH]c1=S,-4%,-20%,-31%,-0.2%,-1%,3%,·,-3%,4%,-3%
COc1cccc(CNCCNC(=O)c2nonc2N)c1,-7%,6%,0%&6%,-0.7%,5%,17%,2,0%,-10%,1%
OCC1(Cc2ccccc2)CCCN(Cc2ccn[nH]2)C1 (centres undefined),4%,3%,28%,0.1%,-5%,0%,3,3%,-1%,-1%
Cc1cccc(-n2c(C)cc(/C=N/O)c2C)c1,-8%,8%,6%,4.4%,-1%[46.1 µM],9%,0,13%,7%,-2%

# Next section
SMILES,AT treatment,MLL CXXC-DNA inh,BRCA1 expr act,B2AR arrestin,TCR act,a7 integrin act,TRPV1 ag,ELG1 DNA repair,p53 reactivation,PTAP TSG101 blk
O=C(Oc1ccc2c(c1)OCC2=O)c1ccccc1,1%,127%[activator],0%,0.0%,1%,1%,2,11%,28%,-3%
COCCOC(=O)c1[nH]c2c(c1C)C(=O)CC(c1cccs1)C2 (centres undefined),0%,-6%,-48%,-0.1%,-5%,-9%,17,-19%,11%,0%
CCOc1ccc(N(CC(=O)NC2CC2)S(=O)(=O)c2ccc(C)cc2)cc1,-2%,-7%,2%,0.4%,-8%,11%,4,9%,-1%,-5%
Cc1cc(CNC(=O)COc2ccc(C)c(C)c2)c2ccccc2n1,4%,13%,7%,0.0%,-6%,-10%,-3,?,-3%,-1%
COc1ccc(N)cc1C#N,7%,0%,-3%,0.3%,-2%,15%,0,9%,-2%,-5%
Cc1ccc(C(=O)NC2CCCc3ccccc32)o1 (centres undefined),-13%,2%,2%,-0.2%,0%,-31%,0,1%,-15%,-3%
O=C(NCc1cccnc1)Nc1ccc(Cl)cc1Cl,9%,-10%,2%,-0.2%,-5%,?,12,23%,0%,4%
O=C(COC(=O)c1ccccc1)c1ccc2c(c1)OCCO2,3%,·,90%,-0.3%,-2%,25%,5,?,24%,-2%
COCCCNC(=O)CC1C(=O)N(Cc2ccccc2)C(C)c2nc3ccccc3n21 (centres undefined),0%,6%,3%,-0.1%,7%,1%,0,3%,-2%,-3%
COc1ccc(OC)c(S(=O)(=O)NC2CCCCC2)c1,1%,-3%,5%,-0.1%,3%,14%,2,-3%,1%,-3%
Cn1cnnc1Sc1ccc(/C=C(\CC(=O)O)c2nc3ccccc3s2)cc1[N+](=O)[O-],7%,-16%,-7%,-0.2%,-7%,21%,·,-2%,3%,-5%
OC(c1ccccc1)(c1ccccc1)c1ncc[nH]1,9%,·,-7%,0.2%,6%,6%,-3,?,-1%,1%
Cc1cc(Cl)ccc1OCCCC(=O)Nc1cc(S(=O)(=O)N2CCOCC2)ccc1N1CCOCC1,·,·,5%,·,4%,-43%[inhibitor],·,·,·,-2%
CN1CCN(C(=O)/C=C/c2ccccc2)CC1,16%,2%,5%,0.1%,7%,2%,3,8%,?,-3%
CCC(=O)N1CCN(c2cc(N3CCN(C)CC3)c(F)cc2[N+](=O)[O-])CC1,-8%,10%,-21%,-0.8%,-10%[46.1 µM],1%,3,13%,-12%,-2%
